Bioassay records deposited in PubChem BioAssay by several laboratories.
CHRM5 agonist = agonists of human muscarinic M5 receptor (CHRM5); CHO-K1 hM5 cells, Fluo-8 calcium fluorescence; 0% DMSO wells, 100% maximal acetylcholine response; activation, % at 3 µM; actives 0.19% (n = 360,000); P08912; AID 624037;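 active = activation above the run's mean over test compounds plus 3 SD, cut at about 23% in these data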;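 note: signal is peak over basal fluorescence ratio across the kinetic read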
CHRM5 PAM = positive allosteric modulators of human muscarinic M5 receptor | P08912 | CHO-K1 hM5, Fluo-8 calcium, ACh EC20 PAM; 0% = ACh EC20, 100% = ACh EC100 | activation, % at 3 µM | actives 0.3% (n = 360,000) | AID 624038;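 active = activation above the run cutoff, the mean activation of all test compounds plus 3 SD, cut at about 18% in these data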
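system = human M5 receptor in CHO-K1 cells | compound = one concentration, 3 µM final (nominal) | schedule = Post-acetylcholine fluorescence recording 140 s | signal = Fluo-8 calcium dye fluorescence, kinetic read | benchmarks = low control EC20 acetylcholine (0%), high control EC100 acetylcholine (100%) | repeats = singlicate, one well per test compound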
CHRM4 agonist = agonists of human muscarinic M4 receptor (CHRM4); P08173; CHO-K1 hM4/Gqi5, Fluo-8 calcium fluorescence; vehicle 0%, full acetylcholine response 100%; activation, % at 3 µM; actives 0.14% (n = 360,000);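 active = activation above the run mean over all test wells plus 3 SD, cut at about 32% in these data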;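 note: peak over basal fluorescence ratio per well then scaled between controls; 0% = DMSO wells and 100% = acetylcholine at EC100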
Target sequence (P08173 whole entry, looked up): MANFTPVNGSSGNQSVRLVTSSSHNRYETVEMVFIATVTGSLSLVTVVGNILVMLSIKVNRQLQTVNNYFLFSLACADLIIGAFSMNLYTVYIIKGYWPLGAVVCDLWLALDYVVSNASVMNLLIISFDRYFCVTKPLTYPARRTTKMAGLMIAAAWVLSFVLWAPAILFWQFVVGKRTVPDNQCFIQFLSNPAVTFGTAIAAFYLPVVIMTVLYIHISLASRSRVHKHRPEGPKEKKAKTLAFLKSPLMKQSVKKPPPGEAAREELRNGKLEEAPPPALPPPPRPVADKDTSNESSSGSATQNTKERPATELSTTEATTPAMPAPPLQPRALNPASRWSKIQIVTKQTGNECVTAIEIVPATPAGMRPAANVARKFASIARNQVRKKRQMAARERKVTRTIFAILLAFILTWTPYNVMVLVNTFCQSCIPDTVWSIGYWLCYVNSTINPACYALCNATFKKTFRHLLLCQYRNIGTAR
M4 antag = blocks acetylcholine activation of human M4 receptor. AID 624125. actives 0.73% (n = 360,000). inhibition, % at 3 µM. P08173. CHO-hM4 cells, ACh EC80, Fluo-8 calcium fluorescence;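 active = inhibition above its plate's cutoff, the mean inhibition of sample wells plus 3 SD, cut at about 27% in these data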;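 note: 0% = acetylcholine EC80 with DMSO and 100% = DMSO without agonist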
CHRM5 antagonist = blocks acetylcholine activation of human M5 receptor. AID 624040. CHO-hM5 cells, Fluo-8 calcium fluorescence, ACh EC80. actives 0.59% (n = 360,000). inhibition, % at 3 µM. P08912;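 active = inhibition above a per-plate cutoff, the mean of that plate's test compounds plus 3 SD, cut at about 27% in these data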;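 note: 0% = acetylcholine EC80 with DMSO and 100% = DMSO without agonist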
M1 PAM = positive allosteric modulators of human M1 muscarinic receptor; CHO-K1 hM1, Fluo-8 calcium fluorescence, ACh EC20; 0% = ACh EC20, 100% = maximal ACh; activation, % at 3 µM; actives 0.088% (n = 360,000); P11229; in the data active = activation above about 19%, passing the limit was not always enough
Target sequence (P11229 whole entry, looked up): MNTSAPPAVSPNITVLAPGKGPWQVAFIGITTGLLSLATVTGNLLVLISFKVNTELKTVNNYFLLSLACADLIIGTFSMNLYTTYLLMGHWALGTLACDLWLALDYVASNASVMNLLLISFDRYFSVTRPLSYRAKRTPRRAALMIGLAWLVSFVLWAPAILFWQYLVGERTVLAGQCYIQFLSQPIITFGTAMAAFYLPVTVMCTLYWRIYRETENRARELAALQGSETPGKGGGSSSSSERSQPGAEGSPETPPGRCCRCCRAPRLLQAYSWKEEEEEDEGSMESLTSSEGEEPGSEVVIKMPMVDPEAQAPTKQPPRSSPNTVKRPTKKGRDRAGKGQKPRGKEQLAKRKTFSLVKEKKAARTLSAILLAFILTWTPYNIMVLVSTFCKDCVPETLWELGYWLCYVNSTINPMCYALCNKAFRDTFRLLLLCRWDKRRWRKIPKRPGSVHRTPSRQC
CHRM4 PAM = potentiates acetylcholine response at human M4 receptor; P08173; AID 624126; actives 0.4% (n = 360,000); CHO-K1 hM4/Gqi5, Fluo-8 calcium fluorescence, ACh EC20; 0% = ACh EC20, 100% = maximal ACh; activation, % at 3 µM;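 active = activation above its plate's cutoff, the mean activation of sample wells plus 3 SD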; note: some results filed as inactive read as strong as hits
CHRM1 antagonist = blocks human M1 muscarinic receptor; P11229; CHO-K1 hM1, Fluo-8 calcium fluorescence, ACh EC80 antagonist; inhibition, % at 3 µM; actives 1.3% (n = 360,000); AID 588852;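 active = percent inhibition above its own plate's cutoff, namely the mean of that plate's compound wells plus 3 SD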;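 note: peak over basal fluorescence ratio during 140 s after agonist addition; 0% = ACh EC80 plus DMSO and 100% = DMSO alone without agonist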
CRFBP-R2 agonist = agonists of human CRF-binding protein/CRF-R2 receptor complex. HEK293 CRF-R2/CRF-BP, calcium dye fluorescence (FLIPR); percent of saturating CRF peptide response. activation, % at 13.2 µM. actives 0.46% (n = 350,000);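 active = activation of at least 50%, plus an integration ratio under a set limit after plate pattern correction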;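 note: plate controls were neutral control wells without compound for no effect and CRF at EC100 for full effect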
An asterisk follows results filed as active; nt = no result given.

1) Cc1ccccc1C(=O)N1CCN(c2ccc(NC(=O)c3ccco3)cc2)CC1
2) CC(C)CN(C(=O)COC(=O)c1ccc([N+](=O)[O-])o1)C1CCS(=O)(=O)C1 (centres undefined)
3) O=C1CCCCCN1CP(=O)(O)CCc1ccccc1
4) CCN(C(=O)CSc1nnc(Cc2ccccc2F)n1N)C1CCS(=O)(=O)C1 (centres undefined)
5) Cc1ccc(C)c(N2CCN(C3CCCCC3NS(=O)(=O)c3ccccc3)CC2)c1 (centres undefined)
6) O=C(c1ccco1)N1CCC(c2nc(-c3ccc(F)cc3)no2)CC1
7) Cc1cc(C)cc(-n2ncc3c2CCCC3NC(=O)CCN2Cc3ccccc3C2=O)c1 (centres undefined)
8) CCNC(=O)C1(C)CCCN(C(=O)c2ccc(C(F)(F)F)nc2C)C1 (centres undefined)
entry no.	1	2	3	4	5	6	7	8
CHRM5 agonist	0	-1	2	-1	-4	2	-3	1
CHRM5 PAM	-6	11	7	6	5	2	0	-4
CHRM4 agonist	8	1	0	0	-1	2	1	0
M4 antag	-8	-3	2	9	0	3	0	1
CHRM5 antagonist	3	-7	-7	-5	2	-7	-6	6
M1 PAM	-1	5	2	6	2	9	5	2
CHRM4 PAM	-4	0	5	-3	-1	-5	-3	3
CHRM1 antagonist	4	-4	1	-13	1	-5	-8	-4
CRFBP-R2 agonist	-1.1	-0.2	1.7	1.4	4.4	0.9	-1.1	nt

9) COCC1CCN(C(=O)CC2C(=O)NCCN2Cc2cccc(Oc3ccccc3)c2)CC1 (centres undefined)
10) Cc1cc[n+]2cc(-c3cccc([N+](=O)[O-])c3)c(-c3cccc([N+](=O)[O-])c3)cc2c1
11) Cc1ccc(CCC(=O)Nc2ccc([N+](=O)[O-])cc2Cl)o1
12) CCCc1nnc(NC(=S)Nc2ccccc2)s1
13) CN(C)c1ccc(/C=N/N2CCN(Cc3ccccc3Cl)CC2)cc1
14) CCOc1ccc2nc(NC(=O)CSc3nc(SC)ns3)sc2c1
15) CC1(C)c2cc(O)ccc2OC1N1CCOCC1 (centres undefined)
16) CN(C)C(=O)Nc1cnc2ccccc2c1
entry no.	9	10	11	12	13	14	15	16
CHRM5 agonist	1	-7	-16	-3	1	-1	-2	0
CHRM5 PAM	-3	-8	-3	-5	7	-5	-8	-3
CHRM4 agonist	2	0	-1	1	0	-1	-1	0
M4 antag	-6	8	0	-22	6	-4	7	7
CHRM5 antagonist	6	4	5	6	6	3	17	3
M1 PAM	8	-9	-2	0	14	-6	-9	-1
CHRM4 PAM	2	-10	-1	1	-5	2	-3	0
CHRM1 antagonist	-8	2	-2	3	-19	0	16	6
CRFBP-R2 agonist	1.2	1.3	-2.3	2.9	-0.9	-1.4	0.2	-0.9

17) Cn1cc(Cl)cc(C(=O)Nc2ccccc2)c1=O
18) CCc1nnc(NC(=O)CSc2nc(-c3ccccc3)cc(-c3ccc(F)cc3)c2C#N)s1
19) Cc1ccc(C)c(NC2=C(Cl)C(=O)OC2OC(C)C)c1 (centres undefined)
20) COCCNC(=O)C1CCCN(C(=O)c2ccc(F)c(C)c2)CC1 (centres undefined)
21) COc1ccc(N(CC(=O)NC(C)C)C(=O)CCC(=O)Nc2ccccn2)cc1
22) Cc1ccccc1C(=O)Nc1nnc(-c2ccco2)o1
23) CCCCCCOC(=O)C(C#N)c1nc2ccccc2nc1N1CCN(CC)CC1 (centres undefined)
24) CC(NC(=O)CN(C1CCCCC1)S(C)(=O)=O)c1ccccc1 (centres undefined)
entry no.	17	18	19	20	21	22	23	24
CHRM5 agonist	-6	1	-4	0	-3	-1	-9	-4
CHRM5 PAM	5	-2	0	-1	8	5	-16	6
CHRM4 agonist	1	0	0	3	0	1	1	1
M4 antag	-11	8	2	-5	-23	8	-7	4
CHRM5 antagonist	-2	1	7	1	-1	-4	-12	-5
M1 PAM	4	10	10	2	13	1	4	11
CHRM4 PAM	9	-2	-5	9	11	4	-4	0
CHRM1 antagonist	-6	-8	-10	-9	-17	2	-5	-29
CRFBP-R2 agonist	-0.5	16	0.7	nt	4.1	1.2	2.4	-1.0

25) COc1ccc2c(c1)c(=O)c(C(=O)c1ccccc1)cn2Cc1ccccc1
26) Cc1cc(Cl)ccc1OCC(=O)NNC(=O)c1cnccn1
27) COc1ccc(OC)c(/C=N/NC(=O)CNC(=O)c2ccc(S(=O)(=O)N3CCCC3)cc2)c1
28) COc1ccc2c(c1OC)CN(C)CCc1cc3c(cc1C(=O)C2)OCO3
29) Cc1ccccc1C(=O)NC1CCN(C(=O)Nc2ccccc2Cl)CC1
30) Cn1c(=O)c(=O)n(C)c2cc(S(=O)(=O)CCC(=O)N3CCOCC3)ccc21
31) COc1ccc(-n2c(=S)[nH]c3cc(C(=O)NCCCN4CCOCC4)ccc3c2=O)cc1
32) COc1ccc(N2CCN(C(=O)c3cccc(Br)c3)CC2)c([N+](=O)[O-])c1
entry no.	25	26	27	28	29	30	31	32
CHRM5 agonist	1	-1	-3	-13	-3	-1	-2	-3
CHRM5 PAM	-3	9	3	1	5	1	5	-8
CHRM4 agonist	0	1	3	0	1	0	2	7
M4 antag	-11	1	4	0	2	3	4	-13
CHRM5 antagonist	-6	-9	-2	10	7	0	-2	1
M1 PAM	2	8	-2	-11	6	10	9	4
CHRM4 PAM	-1	10	-8	-10	-1	4	-1	5
CHRM1 antagonist	-1	-4	2	20	1	-14	-6	-5
CRFBP-R2 agonist	1.4	2.3	0.5	-1.6	-1.6	-0.4	0.9	1.9

33) COc1cccc(OC)c1NC(=O)CN1CCC(NC(=O)c2cccc(F)c2)CC1
34) Cc1[nH]c2ccc(CNS(=O)(=O)c3ccc(S(=O)(=O)N4CCOCC4)cc3)cc2c1C
35) Cc1nn(C)c(C)c1CN(C)C(=O)C1(C)CC1(Br)Br (centres undefined)
36) Cc1ccc(NC(=O)COC(=O)c2ccc(CN3CCCC3=O)cc2)cc1C
37) COC(=O)Cc1[nH]nc2c1C(c1cc(OC)c(OC)c(OC)c1)C(C#N)=C(N)O2 (centres undefined)
38) COc1ccc(S(=O)(=O)Nc2ccc3c(c2)C(=O)N([C@H](C)CO)C[C@H](C)[C@@H](CN(C)C(=O)Nc2c(C)noc2C)OCCCC[C@H](C)O3)cc1
39) CC1CN(C(=O)c2ccc(Oc3ccccc3)cc2)CC(C)O1 (centres undefined)
40) Cc1ccc2[nH]c(=O)c(COC(=O)c3cccs3)cc2c1
entry no.	33	34	35	36	37	38	39	40
CHRM5 agonist	0	4	0	2	-2	0	-4	2
CHRM5 PAM	-3	3	-8	1	6	1	2	-6
CHRM4 agonist	1	1	1	17	0	1	4	1
M4 antag	-6	10	-2	-11	7	-2	-16	-11
CHRM5 antagonist	-7	-12	10	4	2	-3	3	6
M1 PAM	-6	-9	-4	3	9	-29	3	7
CHRM4 PAM	3	-6	7	1	12	5	-2	2
CHRM1 antagonist	0	14	1	-2	-10	2	-4	-3
CRFBP-R2 agonist	1.4	-0.8	-0.6	0.0	3.4	-1.3	1.0	-0.2

41) Cc1ccc(/C(N)=N/OC(=O)Oc2ccccc2)cc1
42) CCc1ccc(NC(=O)C(C)OC(=O)c2ccc(-n3cnnn3)cc2)cc1 (centres undefined)
43) COc1ccc(/C=C/c2cc(C(F)(F)F)on2)cc1
44) Cc1ccc(NC(=O)CN2C(=O)COc3ccc(S(=O)(=O)N4CCOCC4)cc32)cc1F
45) COc1ccc(CN2CCN(Cc3cccn3-c3ncccn3)CC2CCO)c(C)c1C (centres undefined)
46) CC(=O)Nc1ccc(CC(=O)NCCC(c2ccccc2)c2ccccc2)cc1
47) COc1cccc(CN2C(=O)CCC2(C)C(=O)NC2CCCC2)c1 (centres undefined)
48) CSCCC(NS(=O)(=O)c1ccc2c(c1)Cc1cc(S(=O)(=O)NC(CCSC)C(=O)O)ccc1-2)C(=O)O (centres undefined)
entry no.	41	42	43	44	45	46	47	48
CHRM5 agonist	-2	-2	1	-4	-5	-1	-5	-2
CHRM5 PAM	8	1	9	0	-7	-1	3	-2
CHRM4 agonist	0	1	0	1	0	1	0	1
M4 antag	-3	2	0	-2	9	-3	-1	-7
CHRM5 antagonist	-4	6	2	-12	12	2	-3	1
M1 PAM	7	4	20	1	0	-11	1	-1
CHRM4 PAM	6	1	1	3	-5	7	-2	5
CHRM1 antagonist	-36	-8	-25	-5	-2	16	9	-10
CRFBP-R2 agonist	0.1	0.1	-0.7	-3.0	0.7	-0.1	5.8	0.0

Looked up above.
Result for `CCOc1ccc2nc(NC(=O)CSc3nc(SC)ns3)sc2c1` under CHRM5 antagonist: 3
Result for `Cn1cc(Cl)cc(C(=O)Nc2ccccc2)c1=O` under M1 PAM: 4

The list continues:
49) CCc1nc2c(OCC(=O)C(C)(C)C)cccn2c1N(C)C(=O)CC(C)C
50) CCOC(=O)N1CCN(C(=O)CSc2nc3c([nH]c4ccccc43)c(=O)n2C)CC1
51) O=C(NCC1CCCO1)C1CCN(C2CCN(Cc3cccs3)CC2)CC1 (centres undefined)
52) O=C(NCCC1CCCCN1S(=O)(=O)c1ccccc1)C(=O)NCc1ccccc1F (centres undefined)
53) COc1ccc(C(CNC(=O)c2ccc(S(=O)(=O)N(C)C)cc2)N(C)C)cc1 (centres undefined)
54) CN(C)c1ccccc1-c1csc(N2CCC(C(N)=O)CC2)n1
55) CCc1nc2ccc(C(=O)N3CCN(S(=O)(=O)CC)CC3)cn2c1N(CCC(C)C)CCN(C)C
entry no.	49	50	51	52	53	54	55
CHRM5 agonist	0	1	-1	0	-2	4	-6
CHRM5 PAM	-7	-4	-2	-7	-2	3	-3
CHRM4 agonist	1	0	0	3	1	3	0
M4 antag	3	-3	-8	-9	-4	7	0
CHRM5 antagonist	2	1	3	3	-2	-8	18
M1 PAM	-4	2	4	4	-8	6	0
CHRM4 PAM	-1	0	-3	1	0	2	3
CHRM1 antagonist	-1	-9	-12	-6	7	-8	-2
CRFBP-R2 agonist	nt	-2.7	4.2	-1.0	-2.5	-1.0	nt

Sorted by number of heavy atoms (smallest number first): some entries from above
54) CN(C)c1ccccc1-c1csc(N2CCC(C(N)=O)CC2)n1
49) CCc1nc2c(OCC(=O)C(C)(C)C)cccn2c1N(C)C(=O)CC(C)C
50) CCOC(=O)N1CCN(C(=O)CSc2nc3c([nH]c4ccccc43)c(=O)n2C)CC1
55) CCc1nc2ccc(C(=O)N3CCN(S(=O)(=O)CC)CC3)cn2c1N(CCC(C)C)CCN(C)C
48) CSCCC(NS(=O)(=O)c1ccc2c(c1)Cc1cc(S(=O)(=O)NC(CCSC)C(=O)O)ccc1-2)C(=O)O (centres undefined)
entry no.	54	49	50	55	48
CHRM5 agonist	4	0	1	-6	-2
CHRM5 PAM	3	-7	-4	-3	-2
CHRM4 agonist	3	1	0	0	1
M4 antag	7	3	-3	0	-7
CHRM5 antagonist	-8	2	1	18	1
M1 PAM	6	-4	2	0	-1
CHRM4 PAM	2	-1	0	3	5
CHRM1 antagonist	-8	-1	-9	-2	-10
CRFBP-R2 agonist	-1.0	nt	-2.7	nt	0.0
